LGR2 antag: blocks bursicon-induced cAMP signaling via Drosophila LGR2 | 380,000 tested, 0.35% active | HEK293 LGR2, CRE-luciferase, bursicon-stimulated, 4 h | inhibition, % at 9.99 µM;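 active means drop in luminescence signal, shown as inhibition above about 50% in the replicate tests, limit read from the data, passing the limit was not always enough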;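 further: agonist challenge used bursicon conditioned medium at about half maximal strength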
Casp6 inh: inhibitors of human caspase-6; 350,000 tested, 0.53% active; P55212; purified caspase-6, Z-VEID-R110 cleavage fluorescence; inhibition, % at 12.5 µM; AID 686996;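 active means mean inhibition across replicates at least about 35%, with every replicate also reaching that limit, limit read from the data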;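 further: 0% = median of neutral control wells and 100% = no fluorescence left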
Target sequence (P55212 24-179 limits assumed): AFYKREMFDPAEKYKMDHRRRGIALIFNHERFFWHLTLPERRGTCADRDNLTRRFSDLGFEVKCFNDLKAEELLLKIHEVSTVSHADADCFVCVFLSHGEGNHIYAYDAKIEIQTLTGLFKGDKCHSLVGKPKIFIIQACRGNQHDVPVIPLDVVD
Target sequence (P55212 194-293 limits assumed): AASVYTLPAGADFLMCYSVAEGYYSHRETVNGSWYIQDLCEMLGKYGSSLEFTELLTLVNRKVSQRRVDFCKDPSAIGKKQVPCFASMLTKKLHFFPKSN
SIRT5 block: inhibitors of human sirtuin-5 desuccinylase; Q9NXA8; Purified SirT5, succinyl-peptide AMC, trypsin-coupled fluorescence; inhibition, % at 15 µM; 330,000 tested, 1.1% active; AID 652115; in the data active means inhibition above about 15%
Target sequence (Q9NXA8 whole entry, looked up): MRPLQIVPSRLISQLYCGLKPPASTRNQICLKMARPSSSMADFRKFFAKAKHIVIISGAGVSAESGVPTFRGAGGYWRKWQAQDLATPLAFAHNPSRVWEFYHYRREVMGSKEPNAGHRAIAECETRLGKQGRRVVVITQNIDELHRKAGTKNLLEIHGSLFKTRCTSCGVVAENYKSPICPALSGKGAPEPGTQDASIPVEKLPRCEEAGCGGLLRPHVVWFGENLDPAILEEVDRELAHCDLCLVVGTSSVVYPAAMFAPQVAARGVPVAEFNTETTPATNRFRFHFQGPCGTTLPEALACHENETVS
esBAF inh: inhibitors of esBAF chromatin remodeling in mouse ES cells; reporter increase, % at 12.5 µM; AID 602393; 350,000 tested, 2% active; Bmi1-luciferase knock-in reporter, 24 h; 100% = twice the neutral-well signal; in the data active means activation above about 40%;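 further: 0% = median of the plate's neutral control wells and 100% = double that signal; a rise in the Bmi1 reporter signal indicates esBAF inhibition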
C2C12 statin: suppressors of simvastatin-induced myotoxicity in C2C12 myotubes. rescue of ATP level, % at 7.49 µM. 330,000 tested, 0.78% active. AID 602340. ATP luminescence, 48 h; scaled: DMSO 0, geranylgeraniol control 100;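 active means mean ATP rescue above about 67%, or every replicate alone reaching that limit, limit read from the data, passing the limit was not always enough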;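 further: myotubes were challenged with 10 µM simvastatin during compound exposure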
FN deposition inh: fibronectin deposition inhibition | AH1F fibroblasts, Alexa488-fibronectin deposition fluorescence, overnight | inhibition, % at 12.6 µM | 350,000 tested, 0.086% active | AID 743247;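 active means mean inhibition across replicates of 30% or more, regardless of how many single replicates reach that level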;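 further: positive control wells lacked labelled fibronectin entirely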
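Schedule: 1 h cell adhesion before compound, then overnight fibronectin incubation; test system: AH1F fibroblast monolayer depositing Alexa488-labelled fibronectin into matrix; quantity: 10000 AH1F cells per well; probe or stimulus: fluorescent fibronectin at 24 nM final; signal: fluorescence, ex 485 nm, em 525 nm; evaluation: percent inhibition as loss of matrix-bound fibronectin fluorescence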
S100A4 inh HTS: S100A4-myosin IIA interaction inhibition; P26447; S100A4/TAMRA-MyoIIA peptide fluorescence polarization; inhibition, % at 10.7 µM; 360,000 tested, 0.14% active; AID 652163;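 active means mean inhibition of at least 70% across replicates, with every replicate also reaching that level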
Target sequence (P26447 whole entry, looked up): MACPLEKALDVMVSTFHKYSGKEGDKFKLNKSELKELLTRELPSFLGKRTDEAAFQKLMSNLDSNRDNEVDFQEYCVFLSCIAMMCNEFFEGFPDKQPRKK
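System – human S100A4 monomer protein, biochemical binding assay · Buffer or medium – Calcium-containing HEPES buffer, pH 7.2 · Timing – 5 min between mix addition and reading · Also added – TAMRA-labelled myosin IIA heavy-chain peptide probe, 5 nM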
An asterisk follows results filed as active; / = not tested or not shown; & = joins results of further samples. A portion of the library (hit frequency here may not be typical).

Fields – LGR2 antag	Casp6 inh	SIRT5 block	esBAF inh	C2C12 statin	FN deposition inh	S100A4 inh HTS
- Cc1cc(S(=O)(=O)N2c3ccc(F)cc3CCC2C)ccc1-n1cnnn1 (stereo not given)
    -2	3	-1	-3	-2	0	-30
- Cc1cc(C(=O)Nc2c(F)c(F)c(F)c(F)c2F)n(-c2ccccc2)n1
    5	4	0	/	/	/	0
- O=c1cc(-c2ccccc2)nc2cc(-c3ccco3)[nH]n12
    -4	0	-6	5	9	2	1
- O=C(NC1CCCC1)C(c1ccncc1)N(Cc1ccccc1)C(=O)Cc1cccs1 (stereo not given)
    26	/	/	26	8	/	/
- C[C@@H]1CN([C@@H](C)CO)S(=O)(=O)c2ccc(C#CCC3CCCC3)cc2O[C@H]1CN(C)Cc1cccc(C(=O)O)c1
    /	19	17*	3	0	/	-7
- COc1cc(NC(=S)N2CCC(C(N)=O)CC2)c(OC)cc1Cl
    -1	-2	-4	/	/	13	2
- O=C(CN1C(=O)NC(Cc2c[nH]c3ccccc23)C1=O)NCCc1ccccc1 (stereo not given)
    0	2	-5	1	3	2	-1
- S=C(NC1CCCC1)NC1CC1
    -8	-1	2	2	-4	0	23
- CC(C)NC(=O)Nc1ccc2c(c1)C(=O)N([C@@H](C)CO)C[C@H](C)[C@H](CN(C)Cc1ccc(C(=O)O)cc1)O2
    -18	-4	9	-5	22	/	14
- Oc1c(Br)cccc1/C=N/Nc1c(F)c(F)c(F)c(F)c1F
    3	/	/	0	-111	3	/
- COc1ccc(OCc2csc(N)n2)cc1
    -24	-3	/	/	/	/	5
- N#Cc1cc(Oc2ccc(Cl)cc2)c(N2CCOCC2)cc1C#N
    /	/	/	-8	-1	3	/
- CCOC(=O)c1c(C)[nH]c(C(=O)CSc2nnc(-c3ccncc3)n2CC)c1C
    10	/	/	10	0	10	/
- O=C(C[C@H]1CC[C@@H](NC(=O)Cc2cccnc2)[C@H](CO)O1)Nc1ccccc1
    -24	-3	-2	/	/	/	3
- CC(C)c1ccc(NC2CCCN(C(=O)c3cnsn3)C2)cc1 (stereo not given)
    -8	1	-1	6	-8	3	1
- CC(C)NC(=O)Nc1cccc2c1O[C@H](CN(C)Cc1ccc(C(F)(F)F)cc1)[C@@H](C)CN([C@@H](C)CO)C2=O
    -4	-1	3	-1	1	/	-13
- C[C@@H]1CN([C@H](C)CO)C(=O)Cc2cc(NC(=O)Nc3ccc(C(F)(F)F)cc3)ccc2O[C@@H]1CN(C)C(=O)Nc1ccc(C(F)(F)F)cc1
    -7	0	1	1	-56	/	5
- O=C(O)COc1ccc(C(=O)Cc2ccc3c(c2)OCCCO3)c(O)c1
    3	6	4	-9	-1	/	-1
- COC(=O)C1N[C@@H]([C@@H](NC(=O)COc2ccccc2)C(=O)NCc2ccccc2)SC1(C)C (stereo not given in full)
    9	-3	1	-4	-5	-8	-3
- CC1CCCCC12NC(=O)N(CC(=O)NCc1cccs1)C2=O (stereo not given)
    15	1	/	3	11	-7	-7
- Cn1cc(C(=O)c2ccc(Cl)cc2Cl)cc1C=O
    0	2	-2	/	/	1	-1
- Cc1ccc(OCc2cc(C(=O)NCc3ccc(OC(F)(F)F)cc3)no2)cn1
    9	0	-3	17	5	9	-3
- C[C@@H]1CCCCO[C@@H](CN(C)Cc2ccncc2)[C@H](C)CN([C@H](C)CO)C(=O)c2cc(NC(=O)Nc3ccc4c(c3)OCO4)ccc2O1
    9	-4	-1	5	/	/	1
- OCCN(Cc1ccccc1)C(=S)Nc1ccc(F)cc1
    -9	-1	0	-3	-3	-4	-5
- CCCCCCNC(=O)CCCCCNS(=O)(=O)c1ccc(OC)cc1
    -1	2	-2	/	/	0	-2
- Cc1ccc(C(=O)NCc2nc3ccccc3[nH]2)o1
    19	5	3	-2	-8	-9	-1
- CCN(c1ccccc1)S(=O)(=O)c1cccc(C(=O)O)c1
    11	6	-2	-6	2	/	-8
- CN(C)C(=O)C[C@H]1C[C@H]2c3cc(NS(=O)(=O)c4ccccc4)ccc3O[C@H]2[C@H](CO)O1
    16	1	3	3	2	-7	-4
- CC(C)c1cn(CC[C@@H]2CC[C@@H](NS(=O)(=O)Cc3ccccc3)[C@H](CO)O2)nn1
    12	3	3	-4	8	0	5
- CCOc1ccccc1CNn1cnnc1
    -15	0	-2	-6	4	7	-2
- CCOc1ccccc1NC(=O)Nc1cccc(NC(C)=O)c1
    5	0	0	6	10	11	-1
- CO[C@@H]1CN(C)C(=O)c2cc(NC(=O)Nc3ccc(Cl)cc3)ccc2OC[C@H](C)NC[C@H]1C
    -2&0	0&0	2&-4	6	-36	0&0&3	-7&1
- O=C(CSc1nc2cc(S(=O)(=O)N3CCOCC3)ccc2o1)NC1CCCc2ccccc21 (stereo not given)
    /	/	/	-7	4	3	/
- CCC(=O)N1[C@H](CO)[C@@H](c2ccccc2)C12CN(C(=O)NC1CCCC1)C2
    10	4	5	/	/	/	36
- COc1ccccc1-c1cnc2c(c1)C(=O)N([C@H](C)CO)C[C@@H](C)[C@H](CN(C)C(=O)c1cccnc1)O2
    7	/	/	4	-11	/	/
- CCCn1nnc(NC(=O)/C=C/c2ccco2)n1
    8	1	-1	/	/	-3	-2
- COc1ccc(NC(=O)C2CCCN2S(=O)(=O)c2ccc3c(c2)C(C)(C)C(=O)N3C)cc1 (stereo not given)
    2	0	-5	-6	6	3	-10
- CCOC(=O)c1c(C)[nH]c(C(=O)OCC(=O)NCc2ccccc2)c1C
    -26	1	-5	19	-1	-3	1
- O=C1N(Cc2cccnc2)C[C@@H]2C[C@@H](c3cccc(C(F)(F)F)c3)N3CCC[C@@]123
    -32	2	1	/	/	-3	-3
- COc1ccc(N2CCN(C(=O)c3c(-c4c(F)cccc4Cl)noc3C)CC2)cc1
    -5	5	-1	8	-6	-4	-10
- O=C(NCC[C@H]1CC[C@H](NC(=O)C2CCOCC2)[C@H](CO)O1)Nc1ccc(Cl)cc1
    -5	-1	2	18	-10	/	1
- CC(C)c1ccc(N(CC(=O)NN=C2CCN(C)CC2)S(=O)(=O)c2ccccc2)cc1
    9	1	-2	1	-1	2	3
- CCOC(=O)C1(Cc2ccccc2C)CCCN(C(=O)c2sccc2C)C1 (stereo not given)
    -17	-6	0	11	-3	-1	0
- C=CCOc1c(Cl)cc(CNc2ccc(N(C)C)cc2)cc1OC
    -4	/	/	-11	/	-5	/
- COC(=O)c1cc(COC(=O)c2cccnc2SC)oc1C
    /	/	/	-2	-9	3	/
- Cc1ccc(NC(=O)CSc2n[nH]c(=O)n2C2CC2)cc1S(=O)(=O)N1CCOCC1
    /	3	/	/	/	3	2
- CCC(=O)N(C)C[C@H]1Oc2ncc(C#CC(C)C)cc2C(=O)N([C@@H](C)CO)C[C@@H]1C
    -17	/	/	-4	0	/	/
- C[C@@H]1CN([C@@H](C)CO)C(=O)c2cc(-c3cccc(F)c3)cnc2O[C@H]1CN(C)Cc1cncnc1
    12	-1	-3	3	/	8	-4
- COc1ccc(NC(=O)Nc2ccc3c(c2)CC(=O)N([C@@H](C)CO)C[C@H](C)[C@@H](CN(C)Cc2ccc(C(F)(F)F)cc2)O3)cc1
    -10	/	/	-4	-42	/	/
- Cc1ccc(C(=O)C2CCN(S(=O)(=O)c3c(C)noc3C)CC2)cc1
    -6	-6	-4	/	/	4	-6
- CCOC(=O)c1c(C)c(/C=N/Nc2ccccc2)n(C)c1C
    8	0	2	/	/	3	-4
- Cc1ccccc1S(=O)(=O)NCC[C@H]1CC[C@H](NC(=O)C2CC2)[C@@H](CO)O1
    -18	-6	3	2	-3	-18	17
- CC(C)CN1CCN=C1Nc1ccccc1
    20	-1	0	-4	-6	-4	-1
- CNC(=O)c1cc(S(=O)(=O)Nc2ccc(C)cc2C)ccc1C
    -8	-2	1	3	-1	0	4
- C[C@@H]1CN([C@H](C)CO)S(=O)(=O)c2ccc(Br)cc2O[C@H]1CN(C)S(=O)(=O)c1ccccc1
    0	2	1	1	-7	4	-2
- COc1cccc(C(NC(=O)c2ccccc2F)NC(=O)c2ccccc2F)c1
    /	/	/	-9	6	-2	/
- COc1ccc(NC(=O)CCCn2c(=O)c3sccc3n(Cc3ccccc3C)c2=O)cc1
    18	/	/	-1	6	8	/
- CCCCN(C(=O)C1CCC1)c1c(N)n(CCC)c(=O)[nH]c1=O
    -11	-2	-3	/	6	0	1
- CS(=O)(=O)Oc1ccc2c(c1)O/C(=C\c1cccnc1)C2=O
    2	-7	-4	/	/	-1	0
- CCC(=O)N1[C@H](CNC(=O)CN2CCOCC2)[C@@H](c2ccccc2)[C@@H]1CO
    -2	/	/	0	-10	-20	/

(continued)
Fields – LGR2 antag	Casp6 inh	SIRT5 block	esBAF inh	C2C12 statin	FN deposition inh	S100A4 inh HTS
- COc1ccc(N(CC(=O)NC2CCCC2)C(=O)Cn2nnc(-c3ccc(F)cc3)n2)cc1OC
    /	0	-1	-10	-7	/	5
- C[C@H]1CN([C@@H](C)CO)C(=O)Cc2cc(NS(=O)(=O)c3ccccc3)ccc2O[C@H]1CN(C)Cc1ccc2c(c1)OCO2
    -2	0	0	-2	25	-5	13
- O=c1cc(N=Nc2ccc(Cl)cc2)[nH]c(=O)[nH]1
    2	8	-2	6	-13	3	0
- Cc1c(C)[n+](=O)c2c(n1[O-])C(Br)CCC2Br (stereo not given)
    1	1	-3	/	/	3	2
- Cc1ccc(S(=O)(=O)Nc2cccc3c2O[C@H](CN(C)C)[C@@H](C)CN([C@@H](C)CO)C3=O)cc1
    17	1	-5	-3	15	3	6
- C[C@@H]1CN([C@@H](C)CO)C(=O)c2cc(-c3ccc(F)cc3)cnc2O[C@H]1CN(C)Cc1ccc(F)cc1
    -12	/	/	1	-7	-1	/
- COc1ccc(-c2nc(CN3CCC(c4ccccc4)CC3)c(C)o2)cc1OC
    -4	17	14	/	/	/	-15
- CCc1ccc(C(=O)N2CCN(c3ccc(NC(=O)c4ccco4)cc3)CC2)cc1
    5	2	-3	-4	5	/	-7
- O=C(Nc1cccc2c1CCCC2)c1ccc(F)cc1
    /	3	6	/	/	4	2
- Cc1sc2ncnc(NCC(c3ccco3)N(C)C)c2c1C (stereo not given)
    /	/	/	2	2	-5	/
- COc1cc(-c2cc(C(=O)O)c3cc4ccccc4cc3n2)cc(OC)c1OC
    -6	0	-1	0	3	2	0
- CC(C)c1ccc(/C=N/NC(=O)c2nnn(-c3nonc3N)c2CN(C)C2CCCCC2)cc1
    -2	-1	-7	4	-17	5	1
- CCC(=O)N(C)C[C@H]1Oc2cc(C#CC3(O)CCCC3)ccc2S(=O)(=O)N([C@@H](C)CO)C[C@@H]1C
    14	-5	-2	1	-10	/	7
- CCC1(C)Cc2c(C#N)c(N)n(-c3ccccc3)c(=O)c2CO1 (stereo not given)
    /	/	/	-8	-2	2	/
- O=C(C[C@@H]1CC[C@@H]2[C@H](COC[C@@H](O)CN2C(=O)c2cnccn2)O1)N1CCN(c2ccccc2)CC1
    -13	/	/	-3	-3	-13	/
- CC(=O)N[C@@H]1CC[C@@H](CCNC(=O)C2CCC2)O[C@@H]1CO
    -1	27	2	1	-2	2	5
- CCN(CC)C(=O)c1[nH]cnc1C(=O)Nc1ccc(OC)cc1
    3	-1	2	9	-9	5	0

Exported with each value named: 2 of the compounds above.
COc1ccc(-c2nc(CN3CCC(c4ccccc4)CC3)c(C)o2)cc1OC
  LGR2 antag = -4
  Casp6 inh = 17
  SIRT5 block = 14
  esBAF inh = /
  C2C12 statin = /
  FN deposition inh = /
  S100A4 inh HTS = -15

CCc1ccc(C(=O)N2CCN(c3ccc(NC(=O)c4ccco4)cc3)CC2)cc1
  LGR2 antag = 5
  Casp6 inh = 2
  SIRT5 block = -3
  esBAF inh = -4
  C2C12 statin = 5
  FN deposition inh = /
  S100A4 inh HTS = -7

Taken from the results shown for reference:
Fields – LGR2 antag	Casp6 inh	SIRT5 block	esBAF inh	C2C12 statin	FN deposition inh	S100A4 inh HTS
- COc1ccc(N(CC(=O)NC2CCCC2)C(=O)Cn2nnc(-c3ccc(F)cc3)n2)cc1OC
    /	0	-1	-10	-7	/	5
- C[C@H]1CN([C@@H](C)CO)C(=O)Cc2cc(NS(=O)(=O)c3ccccc3)ccc2O[C@H]1CN(C)Cc1ccc2c(c1)OCO2
    -2	0	0	-2	25	-5	13

Source: PubChem BioAssay
